High-throughput results as filed in PubChem BioAssay.
IDE inh – human IDE inhibitors in live cells, primary screen, fluorescence polarization, HEK cells, FAbetaB substrate. FAbetaB cleavage. hit rate 0.41% among 320,000. AID 434962, 2010. inhibition, % at 5.59 µM. Insulin-degrading enzyme (Homo sapiens), P14735;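 active = percent inhibition above the average of all tested compounds plus 3 SD, set per screening campaign, cut at about 16% in these data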;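 note: IDE supplied by intact live HEK cells; FP after avidin binding of uncleaved biotin substrate so inhibition keeps polarization high; 0% = DMSO wells and 100% = 60 µM reference IDE inhibitor Ii1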
GPR7 antagonist – GPR7 receptor antagonists, primary screen, cell-based, fluorescence, single concentration; GPR7-expressing cells, fluorescence antagonist assay; AID 1861, 2009; inhibition, % at 4.4 µM; hit rate 1.1% among 290,000; in the data active = inhibition above about 16%, passing the limit was not always enough;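 note: cells stimulated with the agonist NPW; 0% = agonist with vehicle and 100% = vehicle without agonist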
Target sequence (P48145 whole entry, looked up): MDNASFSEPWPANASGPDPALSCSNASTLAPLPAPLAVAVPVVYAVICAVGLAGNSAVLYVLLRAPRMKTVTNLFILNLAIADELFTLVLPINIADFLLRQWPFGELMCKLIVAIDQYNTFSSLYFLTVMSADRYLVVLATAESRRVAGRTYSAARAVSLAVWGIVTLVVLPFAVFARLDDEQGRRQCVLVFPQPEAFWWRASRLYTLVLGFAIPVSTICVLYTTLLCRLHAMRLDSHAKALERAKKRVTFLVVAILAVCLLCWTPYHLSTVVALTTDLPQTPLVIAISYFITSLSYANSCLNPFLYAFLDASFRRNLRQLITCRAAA
M18AAP inhibitor – PfM18AAP inhibitors, malaria aminopeptidase, primary screen, biochemical, QFRET, recombinant enzyme | M18 aspartyl aminopeptidase (Plasmodium falciparum 3D7) | H-Glu-NHMec fluorogenic cleavage | inhibition, % at 7.35 µM | hit rate 1.2% among 290,000;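 active = inhibition above the campaign mean inhibition over all tested compounds plus 3 SD, cut at about 28% in these data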;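 note: 0% = plate median of test compound wells and 100% = 2 mM ZnCl2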
IMP-1 inh – IMP-1 metallo-beta-lactamase inhibitors, primary screen, biochemical, epi-absorbance readout, Pseudomonas aeruginosa enzyme; metallo-beta-lactamase IMP-1 (Pseudomonas aeruginosa); purified IMP-1, nitrocefin hydrolysis, epi-absorbance fluorescence; inhibition, % at 5.6 µM; hit rate 0.45% among 290,000; AID 1556, 2009;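 active = inhibition above the mean plus 3 SD of all compounds in the same screening run, cut at about 4.5% in these data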;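 note: 0% = IMP-1 with DMSO and 100% = DMSO wells lacking enzyme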
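System: purified IMP-1 / Input: IMP-1 dispensed at 0.2 nM / Medium: 50 mM HEPES pH 7.1, 50 µM ZnSO4, 0.05% Brij 35 / Timing: 15 min enzyme–compound preincubation, then 25 min nitrocefin reaction, 25 °C / Technique: plate fluorescence quenching by hydrolysis product, ex 480/em 530 nm / Repeats: singlicate testing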
pCIP destab – p/CIP-EGFP fusion destabilizers, primary screen, fluorescence, F442A cells; 16 h; Q05BA5; AID 1984, 2009; decrease of EGFP signal, % at 10 µM; hit rate 0.01% among 290,000;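 active = EGFP signal decrease of at least 30% at 10 µM or well 3 SD below plate mean, unless failing retest; inactive = the rest, including hits failing retest or dose response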; note: some compounds called inactive have numbers as strong as hits; many of its hits are not listed in these tables
IDE act – human IDE activators in live cells, primary screen, fluorescence polarization, HEK cells, FAbeta-B substrate | Insulin-degrading enzyme (Homo sapiens), P14735 | FAbeta-B cleavage; 0% vehicle, 100% cell-free pure enzyme wells | activation, % at 5.96 µM | hit rate 0.073% among 340,000 | AID 493087, 2011;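 active = activation above the mean of all tested compounds plus 3 SD, set per screening campaign, cut at about 17% in these data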
NALP1 yeast inh – NALP1 inflammasome inhibitors in reconstituted yeast, colorimetric, S. cerevisiae, triplicate retest; S. cerevisiae NALP1/ASC/caspase-1 growth, X-gal OD620, 72 h; AID 2071, 2009; hit rate 0.61% among 280,000; inhibition, % at 10 µM; in the data active = inhibition mostly above about 24%, no sharp cut-off; inactive = mostly below about 32%; note: some compounds called inactive have numbers as strong as hits
PHOSPHO1 block – PubChem AID 1565 | Phosphoethanolamine/phosphocholine phosphatase (Homo sapiens), Q8TCT1 | recombinant PHOSPHO1, absorbance phosphatase assay | inhibition, % at 13.3 µM | hit rate 1.1% among 290,000; in the data active = inhibition above about 60%
Target sequence (Q8TCT1 whole entry, looked up): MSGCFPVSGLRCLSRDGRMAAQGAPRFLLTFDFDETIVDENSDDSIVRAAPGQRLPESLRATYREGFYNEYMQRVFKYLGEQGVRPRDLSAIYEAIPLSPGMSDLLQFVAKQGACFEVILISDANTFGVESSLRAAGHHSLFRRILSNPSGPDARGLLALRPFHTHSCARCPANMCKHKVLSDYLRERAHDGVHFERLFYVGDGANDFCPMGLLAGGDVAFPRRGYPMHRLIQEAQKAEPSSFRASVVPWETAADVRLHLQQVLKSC
VIM-2 inhibitor – VIM-2 metallo-beta-lactamase inhibitors, primary screen, biochemical, epi-absorbance readout, Pseudomonas aeruginosa enzyme; purified VIM-2, nitrocefin hydrolysis, epi-absorbance fluorescence; inhibition, % at 5.6 µM; hit rate 0.89% among 290,000; AID 1527, 2009;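 active = inhibition above the mean of all tested compounds plus 3 SD, cutoff set per screening run, cut at about 7.5% in these data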;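 note: red hydrolysis product quenches plate fluorescence so inhibitors raise well fluorescence; 0% = enzyme with DMSO and 100% = DMSO without enzyme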
An asterisk follows results filed as active; · = not tested or not shown; & = joins results of further samples.

The first 2 compounds, to show the layout:
SMILES	IDE inh	GPR7 antagonist	M18AAP inhibitor	IMP-1 inh	pCIP destab	IDE act	NALP1 yeast inh	PHOSPHO1 block	VIM-2 inhibitor
Cc1cc([N+](=O)[O-])nn1CCCC(=O)Nc1c(C)n(C)n(-c2ccccc2)c1=O	-7	3	6	-5.7	-6	1	4	36	-6.6
O=[N+]([O-])c1cccc(S(=O)(=O)N2CCN(S(=O)(=O)N3CCOCC3)CC2)c1	2	-7	-3	-2.0	-11	1	24	20	2.3

All compounds of this part, previewed entries included:
SMILES	IDE inh	GPR7 antagonist	M18AAP inhibitor	IMP-1 inh	pCIP destab	IDE act	NALP1 yeast inh	PHOSPHO1 block	VIM-2 inhibitor
Cc1cc([N+](=O)[O-])nn1CCCC(=O)Nc1c(C)n(C)n(-c2ccccc2)c1=O	-7	3	6	-5.7	-6	1	4	36	-6.6
O=[N+]([O-])c1cccc(S(=O)(=O)N2CCN(S(=O)(=O)N3CCOCC3)CC2)c1	2	-7	-3	-2.0	-11	1	24	20	2.3
COC(=O)CCNCCSc1nnc(-c2ccco2)n1Cc1ccccc1	-2	-12	9	-2.7	-1	4	·	30	-0.1
CCOC(=O)N1CCN(C(=O)C2CCN(CC3CCCCC3)CC2)CC1	-1	1	-1	-0.6	-10	2	28	-18	-4.9
CCN(CC)S(=O)(=O)c1cccc(-c2nnc(SCC(N)=O)n2N)c1	-4	-5	3	-1.7	2	4	·	30	-0.5
COc1ccc(N2C(=O)c3ccccc3NC2c2ccc(OC)c(CN3CCOCC3)c2)cc1 (configuration not stated)	15	-11	-3	-2.9	-11	3	5	36	-1.7
COc1ccc(N2C(=O)CCC(C(=O)NCCN3CCOCC3)C2c2ccc(OC)c(OC)c2)cc1 (configuration not stated)	·	3	-14	0.3	-10	2	32	-3	1.3
C=CCOc1c2ccc(C(=O)N(CC)c3ccc(OC)cc3)cc2nn1C	2	-11	-1	-1.9	-8	3	37	-26	-1.4
O=C(O)CC1(Cc2nc(-c3cccs3)no2)CCCC1	1	3	-2	-0.4	2	6	10	2	-4.4
O=C(CCCn1c(SCC(=O)c2ccc(F)cc2)nc2ccccc2c1=O)NCc1ccco1	4	-8	-1	-0.3	5	-1	-3	24	0.3
Cc1nn(CC(=O)N2CCC(N3CCCCC3)CC2)c(=O)c2c1sc1ccccc12	1	-1	1	-3.2	2	5	8	20	5.8
O=C(NCCCN1CCCCCC1)C1CC(=O)N(C2CCCC2)C1 (configuration not stated)	-5	-7	-3	6.5*	0	3	41	33	-1.4
COc1ccc(Nc2cc(C(=O)NCCCN3CCN(C)CC3)c3ccccc3n2)c(OC)c1	6	3	5	-6.2	-5	3	-2	67*	-3.0
CCSc1nc(-c2ccc(OC)cc2)cc(-c2ccc(OC)cc2)c1C#N	-1	-8	0	-3.6	-11	2	2	13	-3.4
CCN(CC(=O)Nc1ccccc1Br)C1CCCCC1	0	2	3	-1.8	-9	5	4	-16	-1.9
CCOC(=O)CCC(=O)Nc1ccc(S(=O)(=O)N2CCC(C)CC2)cc1	6	-2	-6	-5.8	-8	4	13	2	0.7
COC(=O)c1sc(C(C)(C)C)cc1CS(=O)(=O)c1ccc(Cl)cc1	8	12	2	-2.5	8	-3	8	-1	-2.6
O=C(CSc1nnc2ccccn12)NNC(=O)c1ccc([N+](=O)[O-])cc1	-2	-13	2	-3.5	-2	5	·	40	-2.2
CC1(C)CC(=O)C2=C(C1)N(c1cccc(Cl)c1)C(=O)NC2(C(F)(F)F)C(F)(F)F	3	-5	3	-0.8	-1	1	31	-10	-5.9
COc1ccc(CC(=O)NCc2ccccc2)cc1S(=O)(=O)N1CCOCC1	3	-8	2	-6.9	-6	-1	34	-10	-4.0
CC(=O)c1cccc(S(=O)(=O)N2CCCC(c3nc4c(nnn4Cc4ccccc4Cl)c(=O)[nH]3)C2)c1 (configuration not stated)	·	-13	0	-1.1	-2	5	-4	10	-2.3
COc1ccc(/C=C\c2nc(O)c([N+](=O)[O-])c(=O)[nH]2)cc1O	0	-10	7	-4.3	-8	5	12	29	-1.1
Cc1nn(C)cc1S(=O)(=O)NCc1ccc2c(c1)OCO2	4	-12	-3	-1.9	-9	4	-13	8	-0.6
O=C(CSc1ccccc1C(=O)O)NCc1ccccc1	-1	-1	1	-2.7	-4	3	2	-30	-1.3
C#CC1(NC(=O)NC(C)(C)C)CCCCC1	1	-1	-8	-2.2	-4	2	5	30	-1.1
COc1cccc(/C=N/N2C(=O)C3C4c5ccccc5C(c5ccccc54)C3C2=O)c1OC (configuration not stated)	·	4	-4	0.6	-6	·	2	-2	-4.1
CC(NC(=O)C1CCN(S(=O)(=O)c2cnc[nH]2)CC1)c1ccccc1 (configuration not stated)	3	11	2	0.9	-3	-2	32	5	1.0
O=C(O)COCC(=O)Nc1ccc(OCCc2ccccc2)cc1	12	-12	2	-3.1	-2	-2	-11	19	0.0
CCCc1ncc(C(O)c2cccc3ccccc23)n1C (configuration not stated)	-7	-2	-14	0.4	-1	5	9	6	0.1
O=C(CSc1nnc(CNC(=O)c2ccccc2)o1)Nc1ccc2c(c1)OCO2	1	-10	-7	-0.7	-6	0	0	28	0.5
COc1cc(Cn2c(=O)c3c(OC)c(C)cnc3n(C)c2=O)cc(OC)c1	-7	-5	10	2.0	3	3	0	22	1.8
COc1cc(CNCCSc2nnnn2C)cc(OC)c1OC	-3	-4	2	-4.8	-5	5	38	40	-3.4
Cc1ccccc1Nc1nc(N)nc(CN2CCN(c3ccccn3)CC2)n1	5	-11	-8	-2.1	-14	0	1	-40	-4.4
O=C(COc1ncnc2scc(-c3ccccc3)c12)NCCN1C(=O)CSC1=O	5	10	-5	-2.1	12	·	6	28	1.6
CCOC(=O)c1c(/N=C/c2cc([N+](=O)[O-])ccc2O)sc(C)c1C	-3	23*	26	2.0	15	1	18	3	1.3
Cc1nc2c(ccc3nc(NC(=O)C4CC4)sc32)s1	5	-14	-1	-2.4	-14	-1	7	62*	8.6*
O=C(CN(Cc1ccccc1F)S(=O)(=O)c1ccc(Cl)cc1)NCC1CCCO1 (configuration not stated)	-4	-7	-2	-2.9	4	-4	7	22	-2.4
CCCc1cc(=O)n2[nH]c(NCc3c(Cl)cccc3Cl)nc2n1	-3	-2	3	-1.8	-11	3	-3	-12	-3.2
COc1ccc(NC(=O)CSc2cn[nH]n2)cc1OC	0	-4	20	-1.7	-3	0	14	4	1.5
C#CCOCCOCCOCCNc1nc(N2CCN(C(=O)[C@H]([C@@H](C)CC)n3cc([C@@H](N)Cc4ccc(O)cc4)nn3)CC2)nc(N2CCN(C(=O)[C@H](Cc3ccc(O)cc3)n3cc([C@@H](N)C(C)CC)nn3)CC2)n1 (some centres not stated)	0	-17	1	-3.3	-7	-2	-14	44	-3.6
Cc1ccc(C(=O)Nc2ccc(N3CCOCC3)cc2)cc1	1	-14	0	-3.8	4	3	-10	18	-4.8
COc1ccc(C(CNc2nc(-c3cccnc3)nc3ccccc23)N(C)C)cc1 (configuration not stated)	6	-5	10	-2.2	-12	-7	8	22	-0.1
Cc1ccc(-c2nnn(CC(=O)NCc3ccccc3)n2)c(-n2cnnn2)c1	-3	-12	4	-2.9	24	-3	35	36	-1.0
Cc1ccc(-c2c(C(=O)Nc3ccccc3C)c(C)[nH]c(=S)c2C#N)o1	5	-15	26	5.7*	-21	·	-18	-30	-3.8
O=C(Nc1nc(-c2ccccn2)cs1)c1ncc(Cl)c(Cl)c1Cl	-1	2	2	-1.7	-6	1	-3	33	-5.0
Cc1ccccc1-c1cnn(-c2cccc([N+](=O)[O-])c2)c1N	0	0	0	-1.5	9	3	-25	8	-0.7
O=C1NCCN1Cc1ccccc1	-2	-7	-9	-1.1	-15	5	8	-9	-1.3
CC1(CC(=O)N/N=C/c2ccc(-c3ccc(Cl)cc3)o2)OCCO1	9	-1	-7	-2.9	0	0	14	-3	-2.6
Cc1cccc(-n2nc3c(c2NC(=O)c2ccc(Br)o2)CSC3)c1	-5	-16	2	-2.9	-12	-2	-7	22	-1.4
C/C(=N\NC(=O)c1cccs1)c1ccc2ccccc2c1	-6	-3	2	-3.8	8	6	18	37	-0.2
Remaining list, next part.
SMILES	IDE inh	GPR7 antagonist	M18AAP inhibitor	IMP-1 inh	pCIP destab	IDE act	NALP1 yeast inh	PHOSPHO1 block	VIM-2 inhibitor
COc1ccc2oc(=O)c(-c3nnc(N)s3)cc2c1	0	3	9	-5.2	-1	0	24	-9	0.7
N=c1c(S(=O)(=O)c2ccc(F)cc2)cc2c(=O)n3ccccc3nc2n1CC1CCCO1 (configuration not stated)	8	-5	9	-0.7	-5	-1	20	22	3.0
O=C(CSc1nc2ccccc2[nH]1)Nc1c(F)c(F)c(F)c(F)c1F	3	-15	2	-2.0	-1	-4	6	16	1.7
O=C(CNC(=O)c1ccccc1)OCCCOC(=O)CNC(=O)c1ccccc1	7	-20	-1	-3.6	-7	-2	-3	-1	-5.0
Cc1ccccc1C(OCCN(C)C)c1ccccc1 (configuration not stated)	4&4	-7&-4	2&0	-2.0&-1.9	2&-12	8&3	23&6	4&44	0.5&-4.7
COC(=O)CNC(=O)Cn1cnc2sc(C)c(S(=O)(=O)N3CCN(c4ccccc4OC)CC3)c2c1=O	-2	-12	-8	-0.5	-11	3	25	27	-0.6
Cc1ccc(/C=C/C(=O)Nn2cnnc2)cc1	-1	-6	41*	-9.2	-3	3	7	28	-1.4
COc1cc(Br)cc2cc(C(=O)N3CCOCC3)c(=O)oc12	3	-3	0	1.0	4	3	7	30	1.8
CC(=O)Nc1cccc(NC(=O)c2c(-c3ccccc3)noc2C)c1	-2	-7	3	-3.3	-2	1	5	1	-2.6
CC(C)Cc1ccc(C(C)C(=O)Nc2ncccn2)cc1 (configuration not stated)	-2	0	0	-1.9	-17	-8	10	21	-3.2
CC(C)c1ccc(NC(=O)c2sccc2-n2cccc2)cc1	-10	-23	-12	1.2	17	-2	-4	5	0.2
CCCc1nnc(NC(=O)CN2CCOCC2)s1	-2	0	3	-0.1	-6	3	-2	30	-1.1
O=C(CCc1ccc(S(=O)(=O)NCc2ccccc2)cc1)NCc1cccnc1	9	-12	-4	-2.3	0	-5	24	3	-4.5
COc1ccc2c(c1)CCC(C)N2C(=O)C(=O)c1c[nH]c2ccccc12 (configuration not stated)	5	-4	7	-3.4	-3	4	·	42	-2.8
CCOc1ccc(NC(=S)Nc2ccc(Br)cc2Cl)cc1	-1	-11	-2	-1.6	-2	-2	-1	23	-0.9
O=C(Oc1ccccc1)c1c(Cl)cccc1P(=O)(O)O	4	18	-5	1.3	-6	0	5	8	8.5*
CCCNc1c(N)n(-c2ccccc2)c(=O)[nH]c1=O	-2	6	-4	-2.8	3	2	1	-5	-2.6
CNC(=S)NNC(=O)c1ccccc1F	-6	-1	5	-5.7	5	3	-23	7	-4.6
CN(C)S(=O)(=O)c1cccc(NC(=O)CCCSc2ccccc2)c1	10	-1	4	-3.6	-7	-2	11	11	-0.7
